Source: PubChem BioAssay (Sanford-Burnham Center for Chemical Genomics)
Artemis inh – Artemis endonuclease inhibitors, primary screen, biochemical, fluorescence intensity, FAM/BHQ-1 hairpin substrate | recombinant Artemis, quenched FAM hairpin cleavage fluorescence | AID 686954, 2013 | 0.78% of 30,000 active | inhibition, % at 10 µM;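 active means at 10 µM dose, at least 30% inhibition, measured as corrected fluorescence normalized to stimulator and neutral control wells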
Target sequence (Q96SD1 whole entry, looked up): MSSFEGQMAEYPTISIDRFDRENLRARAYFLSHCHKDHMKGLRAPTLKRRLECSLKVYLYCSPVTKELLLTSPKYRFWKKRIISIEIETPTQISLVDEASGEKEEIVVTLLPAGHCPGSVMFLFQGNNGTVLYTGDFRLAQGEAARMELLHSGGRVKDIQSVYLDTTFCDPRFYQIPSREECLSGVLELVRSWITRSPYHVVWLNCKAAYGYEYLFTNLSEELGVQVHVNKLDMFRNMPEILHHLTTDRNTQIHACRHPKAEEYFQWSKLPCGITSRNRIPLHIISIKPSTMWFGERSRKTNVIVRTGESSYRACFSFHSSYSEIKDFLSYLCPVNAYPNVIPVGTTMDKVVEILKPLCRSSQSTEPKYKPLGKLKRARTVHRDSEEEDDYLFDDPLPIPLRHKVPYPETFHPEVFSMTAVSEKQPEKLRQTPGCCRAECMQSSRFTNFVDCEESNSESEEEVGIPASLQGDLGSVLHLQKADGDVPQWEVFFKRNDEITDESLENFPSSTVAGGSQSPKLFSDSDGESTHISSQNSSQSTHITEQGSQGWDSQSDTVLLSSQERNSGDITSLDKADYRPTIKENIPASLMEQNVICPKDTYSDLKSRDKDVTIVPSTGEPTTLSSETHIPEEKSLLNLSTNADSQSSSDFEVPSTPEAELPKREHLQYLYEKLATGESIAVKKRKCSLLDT
Numbers without * were called inactive. An excerpt. The share of hits here may be higher or lower than overall.

SMILES	Artemis inh
CCOc1ccc(C2/C(=C(\O)c3ccc(OC)c(OC)c3)C(=O)C(=O)N2c2cc(C)on2)cc1OC (centres undefined)	-1
COCCNC(=O)c1ccc2c(c1)nc(C)n2-c1cccc(F)c1	1
COc1cc(C2C(C#N)=C(N)Oc3cc(O)ccc32)cc2c1OCO2 (centres undefined)	-8
CCCS(=O)(=O)N1CCCC(C(=O)NCc2cccnc2)C1 (centres undefined)	1
NS(=O)(=O)c1ccc(NC(=S)NCc2ccc(Cl)cc2)cc1	-2
N#Cc1nc(-c2cccs2)oc1NCCN1CCOCC1	1
CCOc1ccc(CCNC(=O)CN2CCN(Cc3ccc(F)cc3)C2=O)cc1OCC	-1
COc1ccc(-c2cc(CNC(=O)CN(C)Cc3ccccc3)on2)cc1	-4
CC(C)C(c1nnnn1Cc1ccco1)N1CCN(c2nc3ccccc3s2)CC1 (centres undefined)	4
CN1CCn2c1nc(N1CCOCC1)nc2=O	-4
Cc1ccc(-n2c(C)cc(/C=N/Nc3ccc([N+](=O)[O-])cn3)c2C)c(C)c1	14
O=C(O)C1CC(O)CN1S(=O)(=O)c1cccs1 (centres undefined)	4
COc1ccccc1NC(=O)CN1CCN(CC(=O)Nc2ccc3c(c2)OCCO3)CC1	4
O=C(CCc1ccccc1)Nc1ccc2c(c1)OCCO2	-4
CCOC(=O)c1ccccc1NC(=O)Cn1cnc2c(cnn2-c2ccc(F)cc2)c1=O	4
CCCNC(=O)Cc1c(O)c2ccccc2[nH]c1=O	-9
COc1ccc(NC(=O)C(F)(F)F)cc1OC	5
COC(=O)c1cc(C#N)c(Oc2ccccc2OC)nc1C	-3
CCOC(=O)c1c(C)[nH]c(C)c1C(=O)CSc1nnnn1-c1ccccc1	-8
C=CCOC(=O)C1=C(C)Nc2nnnn2C1c1cc(OC)ccc1OC (centres undefined)	-2
O=C(Nc1ccc(NC(=O)C2CCCCC2)nc1)c1ccco1	6
Cc1cc(NCc2ccco2)n2c(nc3ccccc32)c1C#N	8
Cn1c(C(=O)N2CCCC(C(=O)O)C2)cc2sccc21 (centres undefined)	-5
O=C(NC1CC1)c1scc2c1OCCO2	7
O=C(CSc1nnc(-c2ccc(O)cc2)o1)Nc1ccc2c(c1)OCCO2	2

Single values from the results shown.
Artemis inh result of O=C(Nc1ccc(NC(=O)C2CCCCC2)nc1)c1ccco1 → 6
Artemis inh result of CCOc1ccc(C2/C(=C(\O)c3ccc(OC)c(OC)c3)C(=O)C(=O)N2c2cc(C)on2)cc1OC (centres undefined) → -1

Additional compounds:
SMILES	Artemis inh
CN(C)CCOC(=O)C1(c2ccccc2)CCCC1	-6
Cc1c(C(=O)Nc2ccc(OC(F)(F)F)cc2)sc2nc3n(c(=O)c12)CCC3	1
CCOC(=O)N1CCC(NC(=O)CCN2C(=O)C3C4C=CC(C4)C3C2=O)CC1 (centres undefined)	-7
O=C(CSc1nc2c(c(=O)n1-c1ccc(Br)cc1)SCC2)Nc1nccs1	-6
Cc1ccccc1CN1CCN(CC2CC3C=CC2C3)CC1 (centres undefined)	0
CC1(C)CC(=O)C2=C(C1)Oc1nc3ccccc3cc1C2C(C#N)C#N (centres undefined)	-4
Cc1ccccc1S(=O)(=O)NNC(=O)C(=O)NNc1ccccn1	8
Cc1ccc(-n2nnc3c(=O)oc4ccccc4c32)cc1	-4
O=C(c1ccco1)N1CCN(C(=O)c2cc(-c3ccccn3)nc3ccc(Cl)cc23)CC1	-6
CCc1ccccc1NS(=O)(=O)c1cc(C)ccc1OC	-3
Nc1cc(N)nc(SCC(=O)Nc2ccc(Br)cc2Cl)n1	-3
Cn1nnnc1SCC(=O)Nc1ccccc1Cl	-3
O=C1C2C3C=CC(C3)C2C(=O)N1c1cccc2cccnc12 (centres undefined)	-7
Cn1nnnc1SCC(=O)N1c2ccccc2Sc2ccc(Cl)cc21	0
Nc1nc(SCC(=O)NCc2ccccc2)n[nH]1	-1
CCOC(=O)N1CCN(C2CC(=O)N(c3ccc(C)cc3)C2=O)CC1 (centres undefined)	-7
Cc1ccc(S(=O)(=O)N2CCN(C(=O)c3cccc(F)c3)CC2)cc1	-6
O=C(NCC(O)CO)c1ccc2[nH]c3ccccc3c2c1 (centres undefined)	-8
COC(=O)c1cc(NC(=O)CC2SCCNC2=O)cc(C(=O)OC)c1 (centres undefined)	-3
COc1cccc(NC(=O)C2C3CC4OC(=O)C2C4C3)c1 (centres undefined)	0
O=c1c2c3c(sc2nc2sc(C4CC4)nn12)CCCC3	1
O=C(CNC(=O)c1ccco1)OC(C(=O)c1ccccc1)c1ccccc1 (centres undefined)	-9
CCOc1cc(CNCc2ccccn2)ccc1OCC(=O)NC1CCCCC1	3
O=C(CCl)Oc1ccc2occ(C(=O)c3cccs3)c2c1	-2
COC(=O)NC1(C(F)(F)F)NC(=O)N(C2CCCCC2)C1=O (centres undefined)	-1

Ordered by formula weight (highest first): 14 of the compounds above
SMILES	Artemis inh
CCOc1ccc(C2/C(=C(\O)c3ccc(OC)c(OC)c3)C(=O)C(=O)N2c2cc(C)on2)cc1OC (centres undefined)	-1
CC(C)C(c1nnnn1Cc1ccco1)N1CCN(c2nc3ccccc3s2)CC1 (centres undefined)	4
Cn1nnnc1SCC(=O)N1c2ccccc2Sc2ccc(Cl)cc21	0
O=C(CNC(=O)c1ccco1)OC(C(=O)c1ccccc1)c1ccccc1 (centres undefined)	-9
C=CCOC(=O)C1=C(C)Nc2nnnn2C1c1cc(OC)ccc1OC (centres undefined)	-2
CC1(C)CC(=O)C2=C(C1)Oc1nc3ccccc3cc1C2C(C#N)C#N (centres undefined)	-4
COCCNC(=O)c1ccc2c(c1)nc(C)n2-c1cccc(F)c1	1
COC(=O)NC1(C(F)(F)F)NC(=O)N(C2CCCCC2)C1=O (centres undefined)	-1
O=C(Nc1ccc(NC(=O)C2CCCCC2)nc1)c1ccco1	6
CCc1ccccc1NS(=O)(=O)c1cc(C)ccc1OC	-3
N#Cc1nc(-c2cccs2)oc1NCCN1CCOCC1	1
COC(=O)c1cc(C#N)c(Oc2ccccc2OC)nc1C	-3
COc1cccc(NC(=O)C2C3CC4OC(=O)C2C4C3)c1 (centres undefined)	0
CN1CCn2c1nc(N1CCOCC1)nc2=O	-4

The list goes on.
SMILES	Artemis inh
CCCOC(=O)Nc1cc(OC)c(Cl)cc1OC	-1
NC(=O)CSc1nnc(-c2cccc(S(=O)(=O)N3CCOCC3)c2)n1C1CCCCCC1	-3
COCCNC(=O)C1CC(=O)N(CCc2ccccc2)C1 (centres undefined)	-6
CCc1cc2cc(C)cc(C)c2nc1SCC(=O)N1CCN(C(=O)c2ccco2)CC1	9
CC(=O)NN1C(=O)/C(=C\c2ccccc2)SC1=S	-5
N#CC1=C(N)Oc2n[nH]c(-c3cccs3)c2C1c1cccs1 (centres undefined)	3
CSc1nnc2c3cc(C)ccc3n(Cc3ccccc3)c2n1	37*
Cc1ccc(C2CC(c3ccccc3)=NN2C(=O)CSc2nnc(-c3ccc(Cl)cc3)o2)o1 (centres undefined)	15
CCOc1ccc(C(=O)Nc2ccc(N3CCN(C)CC3)cc2)cc1Br	-9
Cc1cc2c(c(=O)n1Cc1cccnc1)C(c1ccccc1)C(C#N)=C(N)O2 (centres undefined)	0
Cc1cc(C)c(C(N)=O)c(Nc2cccc3ccccc23)n1	34*
O=C(CSc1nccn1-c1ccccc1)c1ccc(Cl)cc1	-1
Cc1cccc(NC(=O)C2C3C=CC(C4CC34)C2C(=O)O)c1 (centres undefined)	11
Cc1ccc2[nH]c3c(N4CCOCC4)ncnc3c2c1	9
O=C(c1ccccc1)c1c[nH]c(C(=O)NCCCn2ccnc2)c1	-7
CSc1cccc(NC(=O)Nc2ccccc2)c1	4
Cc1nn(Cc2ccccc2)c2c1C(c1ccco1)C(C#N)=C(N)O2 (centres undefined)	-7
CN(CC(=O)Nc1ccccc1Br)Cc1nc2ccccc2c(=O)[nH]1	1
Cc1ccc(C(=O)OC2CCS(=O)(=O)c3sccc32)cc1 (centres undefined)	0
N#CC1=C(N)Oc2n[nH]c(-c3cccs3)c2C1c1ccco1 (centres undefined)	1
CCOC(=O)C1CCN(c2cc(=O)n(C3CCCCC3)c(=O)[nH]2)CC1	-7
CC1S/C(=C(\C#N)C(=O)NCc2ccco2)N(Cc2ccco2)C1=O (centres undefined)	2
CCOC(=O)CNC(=O)c1nn(-c2cccc(OC)c2)c(=O)c2ccccc12	-3
N#CC(C#N)=c1ccc2c(c1)NC1(CCCCC1)N=2	7
Cc1cccc(N2CCN(C(=O)c3cc4n(n3)C(C(F)(F)F)CC(c3ccco3)N4)CC2)c1C (centres undefined)	3
The results go on:
SMILES	Artemis inh
CC1(C)CC(=O)C(C(c2ccccc2F)C2C(=O)CC(C)(C)CC2=O)C(=O)C1	0
COc1cccc(Oc2cncnc2-c2ccc(OC)cc2O)c1	11
Cc1ccccc1-n1c(SCc2ccccn2)nc2n[nH]c(C)c2c1=N	2
Cc1ccc(NC(=O)CCC(C(=O)O)N2C(=O)c3ccccc3C2=O)cc1 (centres undefined)	-1
COC(=O)C(C(=O)Nc1cccc(C)n1)C1CCCCCC1 (centres undefined)	-2
CCOC(=O)Cn1c(=O)c(-c2ccccc2NC)nc2ccccc21	-6
COc1ccc(C2CC(=O)C=C(NCCC(C)C)C2)cc1 (centres undefined)	2
COc1ccc(Br)cc1C(=O)Nc1ccc(NC(=O)c2ccco2)cc1	-11
OC(CN1CCCCC1)CN(c1ccccc1)c1ccccc1 (centres undefined)	-9
CCn1c(SCC(=O)NC2CCCc3ccccc32)nnc1-c1cccs1 (centres undefined)	2
O=C(CC1(O)C(=O)Nc2cc(Cl)cc(Cl)c21)c1ccccc1O (centres undefined)	6
CCOCCn1c(N2CCN(c3ccc(OC)cc3)CC2)nc2c1c(=O)n(C)c(=O)n2C	10
Cc1ccc2c(c1)C(O)(CC(=O)c1cccnc1)C(=O)N2 (centres undefined)	-14
COc1ccccc1N1CCN(c2nc3ccccn3c(=O)c2C=O)CC1	-6
Cc1ccccc1-n1nnnc1Sc1nnnn1-c1ccccc1	2
O=C(NCCc1c[nH]c2ccccc12)C1CCN(c2nnc(N3CCCC3=O)s2)CC1	-3
CCc1ccc2nc(SCC(=O)N(CC)CC)c(C#N)cc2c1	4
O=C1c2ccccc2CN1CCNS(=O)(=O)c1ccc(Cl)cc1	0
CCc1nc(N[C@@H](CC(C)C)C(=O)O)c2oc3ccccc3c2n1	-3
Cc1ccc(NC(=S)NCC2CCCO2)cc1 (centres undefined)	-2
CCC(C)NC(=O)Cn1cnc2sc(C)cc2c1=O (centres undefined)	7
Cc1nn(CC(O)COc2ccc3c(c2)CCC3)c(C)c1C (centres undefined)	5
CC1Cc2ccccc2N1Cc1nc2cc(Cl)ccc2c(=O)[nH]1 (centres undefined)	8
CC1CC(C)CN(CCCn2c(=S)[nH]c3ccccc3c2=O)C1 (centres undefined)	-9
CCOC(=O)c1cc2cc(C)ccc2[nH]1	2
Following part:
SMILES	Artemis inh
CCOC(=O)C1=C(C)Nc2nnnn2C1c1ccccc1Cl (centres undefined)	-5
O=C(NCCCO)c1ccc2[nH]c3c(c2c1)CCCC3	-2
Cc1ccc(-c2nn(C)c(=O)c3ccccc23)cc1CNS(C)(=O)=O	-6
Cc1ccccc1P(=O)(CO)c1ccccc1C	2
C/C(=N\NC(=O)c1cccc(C)c1)c1ccc(N2CCOCC2)cc1	-8
COC(=O)c1c(NC(=O)c2cccs2)sc2c1CCCC2	-2
O=c1[nH][nH]c(C(F)(F)F)c1C=NCc1cccc(Cl)c1	3
FC(F)(F)c1cc(-c2ccccc2)nc(N2CCCCCC2)n1	-4
COCCn1nnnc1C(CC(C)C)N1CCN(C(=O)c2ccco2)CC1 (centres undefined)	-9
Cc1cccc(Cc2cnc(NC(=O)c3ccc(C)o3)s2)c1	5
CCN(CC)C(=O)c1cc2sc3ccccc3c2s1	2
CNc1nnc(CSc2nc3ccccc3s2)s1	6
c1ccc(CNC2=NCCCC2)cc1	-10
CCCCC1CC(C)(C(=O)CSc2nc3ccccc3s2)OC1=O (centres undefined)	2
O=c1ccc2c(o1)/C(=C/C=C(Cl)Cl)CCC2	12
Cc1nc(SCC(=O)c2ccc(F)cc2)c([N+](=O)[O-])[nH]1	-2
Cc1cc(=O)oc2cc(OCc3nnc(-c4ccccc4Br)o3)ccc12	13
O=C(CSc1n[nH]c(-c2ccccc2)n1)Nc1ncc(Br)cc1Br	-10
CC1(C)CC(=O)C(C=N)=C(O)C1	-10
CN(c1ccc(C(=O)Nc2ccccc2Sc2ccccc2)cc1)S(C)(=O)=O	-2
C=CCNc1sc(C(=O)C2CC2)c(N)c1C#N	1
Cc1ccc(Nc2nc(N)nc(CN3CCCCCC3)n2)c(C)c1	13
CCCC1=C(C(=O)OCC)C(c2cc(Cl)cc(OC)c2OCC(=O)OCC)NC(=O)N1 (centres undefined)	-1
Cc1cc(C)n(-c2nc3c(c(=O)[nH]c(=O)n3C)n2CC(C)C)n1	4
Cc1ccccc1/C=c1\s/c(=C\C(=O)C(C)(C)C)[nH]c1=O	4
CCOc1ccc(-n2cc(C(=O)N3CCC(C)CC3)c3cc(OC)c(OC)cc3c2=O)cc1	3
COc1ccc(NC(=O)NC(C)(C(F)(F)F)C(F)(F)F)cc1	-15
c1ccc(CN2CCN(C3=Nc4cccc5cccc3c45)CC2)cc1	7
Cc1csc(SCC(=O)Nc2ccccn2)n1	-9
C(=N/n1c2ccccc2c2ccccc21)/c1ccco1	9
